Compound activity deposited in PubChem BioAssay by Broad Institute.
BioA inh = blocks M. tuberculosis BioA enzyme activity. purified M. tuberculosis BioA enzyme, plate reader. inhibition, % at 9.99 µM. 360,000 tested, 0.096% active; in the data active means inhibition above about 40%
* = called active by the depositor. This is a subset; rates above refer to the full screens.

SMILES	BioA inh
C[C@H](NC(=O)C[C@@H]1CC[C@@H](NC(=O)Nc2ccc3c(c2)OCO3)[C@H](CO)O1)c1ccccc1	3.0
COc1ccc(NC(=O)N(C)C[C@@H]2Oc3c(NC(=O)NC4CCCCC4)cccc3C(=O)N([C@H](C)CO)C[C@@H]2C)cc1	-2.7
Cc1ccc(S(=O)(=O)Nc2ccc3c(c2)C(=O)N([C@H](C)CO)C[C@H](C)[C@H](CN(C)C(=O)Nc2ccccc2)OCCCC[C@@H](C)O3)cc1	-3.1
COC(=O)C[C@@H]1CC[C@@H]2[C@H](COc3ccc(NS(=O)(=O)c4ccc(C)cc4)cc3C(=O)N2C)O1	-0.2
COc1ccc(CN(C)C[C@@H]2OCCCC[C@@H](C)Oc3ccc(NC(=O)c4ccncc4)cc3C(=O)N([C@@H](C)CO)C[C@@H]2C)cc1	4.0
O=C(C[C@@H]1C=C[C@@H](NC(=O)Nc2ccc(F)cc2)[C@@H](CO)O1)NCc1ccccn1	3.0
C[C@@H]1CCCCO[C@@H](CN(C)C(=O)Nc2cccc3ccccc23)[C@H](C)CN([C@@H](C)CO)C(=O)c2cc(NS(=O)(=O)c3ccc(Cl)cc3)ccc2O1	-1.9
CCCC#Cc1ccc([C@@H]2[C@@H](C#N)N(C(=O)C3CCCCC3)[C@@H]2CO)cc1	-1.5
CC(C)C#Cc1ccc2c(c1)O[C@@H](CN(C)C(=O)NC(C)C)[C@@H](C)CN([C@H](C)CO)S2(=O)=O	-3.2
CO[C@@H](CN(C)C(=O)c1cc(Cl)cc(Cl)c1)[C@H](C)CN(C(=O)Nc1ccc(F)cc1)[C@@H](C)CO	-0.3
COc1ccc(NC(=O)Nc2cccc3c2O[C@@H](CN(C)C)[C@H](C)CN([C@@H](C)CO)C3=O)cc1	-2.3
COc1ccc(CN(C)C[C@@H]2Oc3c(NC(=O)C4CCCCC4)cccc3C(=O)N([C@H](C)CO)C[C@H]2C)cc1	0.8
C[C@@H]1CN([C@@H](C)CO)C(=O)c2cc(NC(=O)Cc3ccccc3)ccc2O[C@@H]1CN(C)CC1CC1	1.1
C[C@H]1CN([C@@H](C)CO)C(=O)c2cc(/C=C/c3ccccc3)cnc2O[C@@H]1CN(C)S(C)(=O)=O	-0.5
C[C@H](NC(=O)C[C@H]1C=C[C@@H](NS(=O)(=O)c2cccc(F)c2)[C@@H](CO)O1)c1ccccc1	0.9
C[C@H]1CN([C@@H](C)CO)C(=O)c2cc(NS(=O)(=O)c3ccccc3)ccc2O[C@@H]1CN(C)Cc1ccc(-c2ccccc2)cc1	1.7
C[C@@H]1CCCCO[C@H](CN(C)Cc2ccc(C(F)(F)F)cc2)[C@@H](C)CN([C@H](C)CO)C(=O)c2cc(NC(=O)Nc3cccc4ccccc34)ccc2O1	-0.6
COCC(=O)Nc1ccc2c(c1)C(=O)N(C)[C@H]1CC[C@@H](CC(=O)NCc3ccccc3)O[C@@H]1CO2	0.2
CC=Cc1ccc2n(c1=O)C[C@H]1[C@H](CO)[C@@H](C(=O)NCc3ccc(F)cc3)N(CC)[C@@H]21 (mixture of isomers)	1.9
O=C(C[C@H]1C[C@@H]2c3cc(NC(=O)C4CCC4)ccc3O[C@@H]2[C@H](CO)O1)NCc1cccc(F)c1	-1.6
Cc1noc(C)c1NC(=O)N(C)C[C@H]1Oc2c(NC(=O)c3ccncc3)cccc2C(=O)N([C@@H](C)CO)C[C@@H]1C	0.7
C[C@H](CO)N1C[C@H](C)[C@@H](CN(C)C(=O)C2CC2)Oc2cc(-c3cncnc3)ccc2S1(=O)=O	2.0
CO[C@H]1CN(C)C(=O)c2cc(NC(=O)Nc3cc(F)ccc3F)ccc2OC[C@@H](C)NC[C@@H]1C	0.5
CCCC#Cc1ccc([C@H]2[C@H]3CN(Cc4cccnc4)CCCCN3[C@H]2CO)cc1	3.2
O=C(C[C@@H]1CC[C@H](NS(=O)(=O)c2ccccc2)[C@H](CO)O1)NCc1ccncn1	-3.5

Copied from the list:
COC(=O)C[C@@H]1CC[C@@H]2[C@H](COc3ccc(NS(=O)(=O)c4ccc(C)cc4)cc3C(=O)N2C)O1 – BioA inh = -0.2
CO[C@@H](CN(C)C(=O)c1cc(Cl)cc(Cl)c1)[C@H](C)CN(C(=O)Nc1ccc(F)cc1)[C@@H](C)CO – BioA inh = -0.3

The list continues.
SMILES	BioA inh
Cc1ccc(S(=O)(=O)Nc2cccc3c2O[C@@H](CN(C)Cc2ccncc2)[C@@H](C)CN([C@H](C)CO)C3=O)cc1	0.4
CN(C)CC(=O)Nc1ccc2c(c1)[C@@H]1C[C@@H](CC(=O)NCc3cccnc3)O[C@H](CO)[C@@H]1O2	1.7
Cc1noc(C)c1NC(=O)N(C)C[C@H]1Oc2ccc(NC(=O)CCCCCC(=O)Nc3ccccc3N)cc2C(=O)N([C@H](C)CO)C[C@H]1C	4.7
CCCC#Cc1cnc2c(c1)C(=O)N([C@@H](C)CO)C[C@H](C)[C@H](CN(C)C(=O)Nc1ccccc1OC)O2	-2.9
C[C@@H]1CCCCO[C@H](CN(C)Cc2ccncc2)[C@@H](C)CN([C@H](C)CO)C(=O)c2cc(NC(=O)c3ccccc3)ccc2O1	-1.1
O=C(c1cccc(F)c1)N1C[C@@H]2[C@H](c3ccccc31)[C@H](CO)N2C(=O)C1CCCCC1	2.2
CCC(=O)N(C)C[C@@H]1Oc2cc(C#CC(C)C)ccc2S(=O)(=O)N([C@@H](C)CO)C[C@H]1C	1.0
CCC(=O)N(C)C[C@H]1Oc2cc(/C=C/c3ccccc3)ccc2S(=O)(=O)N([C@H](C)CO)C[C@H]1C	-2.2
O=C(Nc1cc(Cl)cc(Cl)c1)N[C@@H]1CC[C@@H](CCNS(=O)(=O)c2cccc(F)c2)O[C@@H]1CO	1.6
C[C@@H]1CN([C@H](C)CO)C(=O)c2cc(NC(=O)CCCCCC(=O)Nc3ccccc3N)ccc2O[C@@H]1CN(C)S(C)(=O)=O	-1.0
C[C@H]1CCCCO[C@H](CN(C)C(=O)CCCN(C)C)[C@@H](C)CN([C@@H](C)CO)C(=O)c2cc(NC(=O)NC3CCCCC3)ccc2O1	1.3
C[C@H](CO)N1C[C@H](C)[C@@H](CN(C)S(=O)(=O)c2cccs2)OCCCC[C@H](C)Oc2ccc(NC(=O)CCC(F)(F)F)cc2C1=O	1.8
O=C(C[C@@H]1CC[C@H](NS(=O)(=O)c2ccc(F)cc2)[C@@H](CO)O1)N1CCC(Cc2ccccc2)CC1	0.1
COCC(=O)N1C[C@@H](C)[C@H](OC)CN(C)C(=O)c2cc(NC(=O)c3cnccn3)ccc2OC[C@@H]1C	0.6
CO[C@H]1CN(C)C(=O)c2cc(NS(=O)(=O)c3cn(C)cn3)ccc2OC[C@@H](C)N(Cc2cccc(F)c2)C[C@H]1C	7.6
CC(C)C#Cc1ccc2c(c1)O[C@H](CN(C)Cc1cncnc1)[C@@H](C)CN([C@@H](C)CO)S2(=O)=O	5.0
C[C@@H]1CCCCO[C@H](CN(C)C(=O)c2ccncc2)[C@@H](C)CN([C@H](C)CO)C(=O)c2cc(NC(=O)c3ccncc3)ccc2O1	-0.7
C[C@H]1CN([C@@H](C)CO)C(=O)c2cccc(NC(=O)C3CC3)c2O[C@@H]1CN(C)Cc1ccc(C(=O)Nc2ccccc2N)cc1	0.9
O=C(N[C@H]1CC[C@@H](CCn2cc(Cc3ccccc3)nn2)O[C@H]1CO)c1cnccn1	-4.4
COc1ccc(NC(=O)N(C)C[C@@H]2Oc3ncc(C#C[C@@H](C)O)cc3C(=O)N([C@H](C)CO)C[C@H]2C)cc1	-1.5
CCOC(=O)c1ccc(NC(=O)O[C@H]2[C@H](OC(=O)Nc3ccccc3)[C@@H](OC(=O)Nc3ccccc3)[C@@H](OC)O[C@@H]2CO)cc1	1.2
COc1ccc(S(=O)(=O)N(C)C[C@@H]2OCCCC[C@H](C)Oc3ccc(NC(=O)Nc4c(C)noc4C)cc3C(=O)N([C@@H](C)CO)C[C@H]2C)cc1	2.2
C[C@H]1CCCCO[C@@H](CN(C)C)[C@@H](C)CN([C@@H](C)CO)C(=O)c2cc(NC(=O)CCC(F)(F)F)ccc2O1	-1.4
O=C(O)C[C@H]1C[C@@H]2c3cc(NS(=O)(=O)c4ccc(F)cc4)ccc3O[C@@H]2[C@H](CO)O1	-1.6
O=C(Nc1ccc(Cl)cc1)N1C[C@@H]2[C@H](c3ccccc31)[C@H](CO)N2C(=O)c1cccnc1	-0.2
CC(C)NC(=O)N(C)C[C@@H]1Oc2ncc(-c3ccccc3F)cc2C(=O)N([C@@H](C)CO)C[C@H]1C	-0.3
CC=Cc1ccc2n(c1=O)C[C@@H]1[C@@H](CO)[C@H](C(=O)NCC(F)(F)F)N(C(=O)c3cccnc3)[C@H]21 (mixture of isomers)	-1.4
COc1ccc(C#Cc2ccc3c(c2)O[C@@H](CN(C)C)[C@H](C)CN([C@H](C)CO)S3(=O)=O)cc1	-1.8
COc1ccc(S(=O)(=O)Nc2ccc3c(c2)CC(=O)N([C@@H](C)CO)C[C@@H](C)[C@H](CN(C)Cc2ccc(-c4ccccc4)cc2)O3)cc1	-3.3
O=C(C[C@@H]1C[C@@H]2c3cc(NC(=O)C4CCOCC4)ccc3O[C@@H]2[C@H](CO)O1)NCCc1ccccc1	1.3
CCNC(=O)[C@H]1[C@H](CO)[C@H]2Cn3c(cccc3=O)[C@H]2N1C(=O)CC1CC1	-0.6
O=C(C[C@H]1CC[C@H]2[C@@H](COC[C@H](O)CN2CC2CCCCC2)O1)NCc1ccc(F)cc1	1.2
O=C(C[C@@H]1CC[C@@H]2[C@H](COC[C@H](O)CN2C(=O)c2ccccc2)O1)Nc1nccs1	-1.1
COc1ccc(S(=O)(=O)N(C)C[C@@H]2Oc3ccc(NC(=O)Cc4ccccc4)cc3CC(=O)N([C@@H](C)CO)C[C@@H]2C)cc1	-3.0
C[C@@H]1CN([C@H](C)CO)C(=O)Cc2cc(NC(=O)Cn3cnnn3)ccc2O[C@H]1CN(C)Cc1ccc(Cl)c(Cl)c1	19
COCC(=O)Nc1ccc2c(c1)C(=O)N(C)[C@@H]1CC[C@@H](CC(=O)NCC(F)(F)F)O[C@H]1CO2	-3.1
COc1ccc(CN(C)C[C@@H]2OCCCC[C@@H](C)Oc3ccc(NC(=O)c4ccncc4)cc3C(=O)N([C@H](C)CO)C[C@@H]2C)cc1	-1.4
CC(C)NC(=O)N(C)C[C@@H]1Oc2ccc(N(C)C)cc2C(=O)N([C@H](C)CO)C[C@H]1C	0.6
C[C@H](CO)N1C[C@H](C)[C@H](CN(C)Cc2ccncc2)Oc2ccc(NC(=O)NC3CCCCC3)cc2CC1=O	-2.5
COc1ccc(-c2ccc3c(c2)O[C@@H](CN(C)C)[C@H](C)CN([C@H](C)CO)S3(=O)=O)cc1	-0.9
O=C(NC[C@H]1[C@@H](c2ccccc2)[C@@H](CO)N1C(=O)C1CC1)NC1CCCC1	-9.0
O=C(C[C@H]1C[C@H]2c3cc(NC(=O)Nc4ccccc4)ccc3O[C@H]2[C@@H](CO)O1)NCc1ccncc1	-1.3
C[C@H]1CN([C@@H](C)CO)C(=O)c2cccc(NC(=O)NC3CCCCC3)c2O[C@H]1CN(C)Cc1ccc(Cl)c(Cl)c1	-2.0
CO[C@@H]1CN(C)C(=O)c2cc(NS(=O)(=O)c3cn(C)cn3)ccc2OC[C@@H](C)N(CC2CC2)C[C@@H]1C	0.4
C[C@H](CO)N1C[C@H](C)[C@@H](CN(C)Cc2ccncc2)Oc2cc(-c3cccnc3)ccc2S1(=O)=O	1.3
O=C(Nc1ccccc1)N[C@H]1CC[C@@H](CCn2cc(C3(O)CCCC3)nn2)O[C@H]1CO	3.9
Cc1noc(C)c1S(=O)(=O)Nc1cccc2c1O[C@@H](CN(C)S(=O)(=O)c1cn(C)cn1)[C@@H](C)CN([C@@H](C)CO)C2=O	0.0
CO[C@H]1CN(C)C(=O)c2ccc(NC(=O)C3CC3)cc2OC[C@H](C)N(C(=O)C2CCOCC2)C[C@H]1C	7.5
COc1cccc(-c2cnc3c(c2)C(=O)N([C@@H](C)CO)C[C@@H](C)[C@@H](CN(C)Cc2cccnc2)O3)c1	0.4
CCCNC(=O)C[C@H]1C[C@H]2c3cc(NC(=O)NC4CCCC4)ccc3O[C@H]2[C@@H](CO)O1	-2.2

An excerpt from above in order of length of the SMILES, low to high.
SMILES	BioA inh
O=C(NC[C@H]1[C@@H](c2ccccc2)[C@@H](CO)N1C(=O)C1CC1)NC1CCCC1	-9.0
O=C(C[C@@H]1CC[C@@H]2[C@H](COC[C@H](O)CN2C(=O)c2ccccc2)O1)Nc1nccs1	-1.1
COCC(=O)Nc1ccc2c(c1)C(=O)N(C)[C@@H]1CC[C@@H](CC(=O)NCC(F)(F)F)O[C@H]1CO2	-3.1
COc1ccc(CN(C)C[C@@H]2OCCCC[C@@H](C)Oc3ccc(NC(=O)c4ccncc4)cc3C(=O)N([C@H](C)CO)C[C@@H]2C)cc1	-1.4

The results go on.
SMILES	BioA inh
O=C(Nc1ccccc1F)N[C@H]1CC[C@H](CCNC(=O)C2CC2)O[C@H]1CO	-2.5
O=C(C[C@H]1CC[C@@H]2[C@H](COC[C@H](O)CN2C(=O)c2ccncc2)O1)NC1CCC1	-2.6
COc1ccc(CN(C)C[C@@H]2OCCCC[C@H](C)Oc3ccc(NC(=O)Nc4ccc(C(F)(F)F)cc4)cc3C(=O)N([C@@H](C)CO)C[C@H]2C)cc1	-0.7
C[C@@H]1CN([C@@H](C)CO)C(=O)c2cccc(NC(=O)C3CCCCC3)c2O[C@@H]1CN(C)Cc1ccc(-c2ccccc2)cc1	-1.8
C[C@H]1CN([C@@H](C)CO)C(=O)c2cccc(NS(=O)(=O)c3cn(C)cn3)c2O[C@H]1CN(C)Cc1ccc(C(=O)O)cc1	-3.8
COc1ccc(CN(C)C[C@H]2OCCCC[C@@H](C)Oc3ccc(NC(=O)Nc4ccc(OC)cc4)cc3C(=O)N([C@@H](C)CO)C[C@@H]2C)cc1	0.3
